Assay outcomes from PubChem BioAssay.
Eya2 inh = qHTS Assay for Inhibitors of the Phosphatase Activity of Eya2. 330,000 compounds, 0.006% hits. AID 488837, 2010. recombinant Eya2, OMFP fluorescence dephosphorylation (OMFP is methylfluorescein phosphate). Protein phosphatase EYA2 (Homo sapiens), O00167. Potency, µM (highest dose often 76.9 µM), without a hit: top-dose activity, negative = inhibition, usual class: inhibitors; also: potency is read from the fitted curve at half-maximal effect; % is scaled to controls: 0 for no effect and ±100 for the full control effect
Target sequence (O00167 whole entry, looked up): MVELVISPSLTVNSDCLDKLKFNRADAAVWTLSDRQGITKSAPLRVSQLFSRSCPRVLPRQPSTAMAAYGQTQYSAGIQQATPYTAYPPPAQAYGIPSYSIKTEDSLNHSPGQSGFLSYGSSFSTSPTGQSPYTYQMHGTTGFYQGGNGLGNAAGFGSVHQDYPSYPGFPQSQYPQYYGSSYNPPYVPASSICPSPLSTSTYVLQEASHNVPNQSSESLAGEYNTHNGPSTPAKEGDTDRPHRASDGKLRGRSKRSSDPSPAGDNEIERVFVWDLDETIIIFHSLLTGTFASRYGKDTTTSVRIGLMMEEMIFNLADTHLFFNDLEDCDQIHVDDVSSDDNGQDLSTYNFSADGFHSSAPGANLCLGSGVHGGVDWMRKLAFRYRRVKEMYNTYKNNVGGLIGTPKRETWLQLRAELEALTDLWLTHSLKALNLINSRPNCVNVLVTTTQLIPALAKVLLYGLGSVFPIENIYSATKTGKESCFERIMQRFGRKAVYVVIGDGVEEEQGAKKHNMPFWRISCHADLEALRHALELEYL
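Eya2 (0.2 uM) preincubated 10 min at ambient with compound, then OMFP substrate added at 50 uM; 10 min reaction in 50 mM HEPES pH 7.5, 50 mM NaCl, 5 uM MgCl2, 0.05% BSA, 1 mM DTT. Fluorescence read at Ex 485/Em 525 nm.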
A-T KAP1 phos = qHTS Assay for Identifying a Potential Treatment of Ataxia-Telangiectasia; AID 485349, 2010; Potency, µM (doses to about 57.5 µM), for inactives: at the top dose activation, most hits filed as activators; 320,000 compounds, 0.19% hits; […] A-T fibroblasts, KAP-1 phosphorylation AlphaLISA; neocarzinostatin DNA damage 30 min before lysis; also: potency is read from the fitted curve at half-maximal effect; % of control where 0% means no effect; nearly all actives have a fitted effect of over 45% in size
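hTERT-immortalized A-T patient fibroblasts ([…]), 500 cells/well in OPTI-MEM, 1% FBS, got compounds for 60 min, then NCS for 30 min at 37C. Lysates were then assayed for phospho-KAP-1 by AlphaLISA (anti-pKAP1 donor, anti-KAP1 acceptor beads), 6 hr at 25C.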
Mito fusion yeast = qHTS Assay for Small Molecule Inhibitors of Mitochondrial Division or Activators of Mitochondrial Fusion. Potency, µM (doses to about 46.1 µM), for inactives: at the highest dose growth rescue (activation), actives largely listed as activators. 320,000 compounds, 0.23% hits. S. cerevisiae fusion-defective mutant growth rescue, CellTiterGlo 48 h;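 also: potency is read from the fitted curve at half-maximal effect; % of control where 0% means no effect; nearly all actives have a fitted effect of over 45% in size; temperature-sensitive fusion mutants such as fzo1-1 at 37 °C on non-fermentable ethanol glycerol medium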
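Compounds are tested for their ability to restore growth of mitochondrial fusion-defective yeast strains at non-permissive 37C in YPEG medium over 48 hours. Viability is quantified by luciferase luminescence.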
S-ASM inh = Inhibitors of Secretory Acid Sphingomyelinase (S-ASM): qHTS; AID 504937, 2011; placental ASM, HMU-PC fluorogenic substrate, 60 min; 340,000 compounds, 0.006% hits; Sphingomyelin phosphodiesterase (Homo sapiens), P17405; Potency, µM (top dose mostly 57.5 µM), for inactives: top-dose activity change, negative = inhibition, hits mostly inhibitors; also: potency is read from the fitted curve at half-maximal effect
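Human placenta-derived ASM enzyme was preincubated with compound for 10 minutes at room temperature, then given fluorogenic substrate HMU-PC0 (9 uM final) for 60 minutes at 37 °C; a pH 10 stop preceded fluorescence reading at Ex 386/Em 447 nm.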
Integrin act MD = qHTS for Activators of Integrin-Mediated Alleviation for Muscular Dystrophy; alpha7betagal myoblasts, beta-gal FDG fluorescence, 48 h; Potency, µM (highest dose often 38.3 µM), inactives show at the highest dose activation, most hits filed as activators; 350,000 compounds, 0.064% hits; AID 624291, 2012;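 also: potency is read from the fitted curve at half-maximal effect; 100% = response of the positive control SU9516; nearly all actives have a fitted effect of over 60% in size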
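Alpha7betagal+/- myoblasts (passage 13) were plated 16-24 hr, then exposed to compounds (1:260 dilution of DMSO stock) for 48 hours at 37C. After MPER lysis, β-galactosidase reporter activity was read as FDG fluorescence (ex 480/em 540) after 30 minutes.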
TSHR antag = Antagonists of the Thyroid Stimulating Hormone Receptor: HTS campaign; Thyrotropin receptor (Homo sapiens), P16473; TSHR-expressing cells, TSH-stimulated cAMP HTRF, 2 h; hits give low values; activity change, negative = inhibition, % at 11.5 µM; 330,000 compounds, 0.2% hits;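 active = activity change below a set negative limit, meaning inhibition stronger than a set level, cut at about -70% in these data; inconclusive = activity change between two set negative limits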; also: % is scaled to controls: 0 for no effect and ±100 for the full control effect
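Competitive HTRF cAMP read-out (cryptate anti-cAMP antibody, cAMP-d2; 30 min, room temperature) in freshly harvested TSHR cells. Compounds added before TSH at EC80 (4nM final), followed by 2 hours' incubation at 37 deg C.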
TSG101-PTAP inh = qHTS Assay for Iinhibitors of HIV-1 Budding by Blocking the Interaction of PTAP/TSG101; Fluorescence polarization, FITC-PTAP peptide / Tsg101 binding; 340,000 tested, under 10 active; Potency, µM (highest dose often 115 µM), without a hit: top-dose activity change, negative = inhibition, hits mostly inhibitors; Tumor susceptibility gene 101 protein (Homo sapiens), Q99816; active = well fitted inhibition curve with a large enough effect in the main read-out, with a control signal flat, not every such curve was filed as active; inconclusive = small, poorly fitted or top-dose-only effect, or effect the other way, or a change in a side signal; inactive = no such curve, though single readings can be large or run the other way; also: potency is read from the fitted curve at half-maximal effect; % of control where 0% means no effect
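Steps: Tsg101 binding domain dispensed (10 uM final), compounds pinned in DMSO, FITC-labeled PTAP-motif peptide added (50 nM final); after 20 min binding at room temperature, polarization measured.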
Tb PFK inh = qHTS Assay to Find Inhibitors of T. brucei phosphofructokinase. T. brucei PFK, ADP-Glo luminescence. Potency, µM (top dose mostly 57.5 µM), for the others: at the top dose activity, negative = inhibition, actives largely listed as inhibitors. 330,000 compounds, 0.17% hits. AID 485367, 2010;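 also: potency is read from the fitted curve at half-maximal effect; 0% = uninhibited 1x PFK enzyme wells and -100% = no-enzyme wells; nearly all actives have a fitted effect of over 60% in size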
Target sequence (O15648 whole entry, looked up): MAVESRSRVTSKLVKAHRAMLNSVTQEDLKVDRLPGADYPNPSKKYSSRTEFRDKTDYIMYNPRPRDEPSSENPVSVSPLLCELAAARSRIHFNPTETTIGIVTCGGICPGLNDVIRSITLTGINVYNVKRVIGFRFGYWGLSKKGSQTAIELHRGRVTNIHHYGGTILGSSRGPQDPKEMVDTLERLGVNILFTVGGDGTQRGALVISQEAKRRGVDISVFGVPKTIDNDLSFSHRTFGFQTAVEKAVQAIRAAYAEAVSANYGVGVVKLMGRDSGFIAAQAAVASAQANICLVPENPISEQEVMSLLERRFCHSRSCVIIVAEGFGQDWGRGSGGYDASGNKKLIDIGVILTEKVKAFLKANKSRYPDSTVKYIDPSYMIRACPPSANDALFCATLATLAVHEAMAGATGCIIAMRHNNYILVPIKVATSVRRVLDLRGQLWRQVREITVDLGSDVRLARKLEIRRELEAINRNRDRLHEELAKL
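Luminescent ADP detection (ADP-Glo, two-step: ATP depletion then ADP-to-ATP conversion for luciferase) reported PFK activity after 45 min room-temperature reaction of 1.25 nM enzyme with 0.5 mM F6P and 0.1 mM ATP at pH 8.0.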
Chronic BCR inh = qHTS Assay to Find Inhibitors of Chronic Active B-Cell Receptor Signaling; ABC-DLBCL IkBa-CBG/CBR reporter, luminescence ratio, 4 h; Potency, µM (highest dose often 46.1 µM), without a hit: at the top dose ratio change, negative = lower green/red ratio, most hits filed as inhibitors; 340,000 compounds, 0.05% hits; AID 493014, 2011; active = well fitted inhibition curve with a large enough effect in the signal ratio, with a control signal flat, not every such curve was filed as active; inconclusive = small, poorly fitted or top-dose-only effect, or effect the other way, or a change in a side signal; the % refers to the signal ratio;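 also: potency is read from the fitted curve at half-maximal effect; plate controls were basal doxycycline-induced cells for no effect and cells given 10 µM MG132 for full effect; MG132 reads +100%, hits lower the ratio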
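TMD8 human ABC-DLBCL cells with doxycycline-inducible IκBα–green luciferase fusion and unfused red luciferase, in 0.5% FBS medium; compounds up to 46 uM, 4 h at 37C. Green/red luminescence ratio, filter-overlap corrected, fitted to concentration-response curves.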
ELG1 repair inh = qHTS screen for small molecules that inhibit ELG1-dependent DNA repair in human embryonic kidney (HEK293T) cells expressing luciferase-tagged ELG1. HEK293T ELG1-luciferase reporter, luminescence, 16 h; DNA damage induced by 5-fluorouridine. Potency, µM (titrated, usually from 46.1 µM), without a hit: at the top dose activity change, negative = inhibition, actives largely listed as inhibitors. 330,000 compounds, 2.3% hits; also: potency is read from the fitted curve at half-maximal effect; % is scaled to controls: 0 for no effect and ±100 for the full control effect; nearly all actives have a fitted effect of over 55% in size
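Reporter activity after DNA damage by 5-fluorouridine is monitored. Compound-treated cells incubate 16 hr at 37 °C, then ONE-Glo is added for 30 min before luminescence reading.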
TCR activator = Activators of T cell receptors: qHTS campaign | primary human leukocytes, anti-CD3, IL-2 HTRF, 48 h | 330,000 tested, under 10 active | Potency, µM (series often up to 9.22 µM), inactives show at the top dose activation of IL-2 secretion, hits mostly activators; also: % of control where 0% means no effect
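Compounds are tested in HTS on primary human leukocytes co-incubated with a-CD3 beads for 48 hr. IL-2 output is measured by time-resolved FRET.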
An asterisk follows results filed as active; i = inactive; ? = inconclusive; / = not tested or not shown; [ ] = remark or other dose. Unless noted, calls follow the shape of the dose curve; as a rule, active = well fitted curve in the direction sought with a large enough effect; inconclusive = small, poorly fitted or top-dose-only effect, or another doubt; inactive = no such curve, though single readings can be large; an effect the other way counts as inactive or inconclusive. Not a hit list; 3.2% or so of the library scored in one or more.

SMILES | Eya2 inh | A-T KAP1 phos | Mito fusion yeast | S-ASM inh | Integrin act MD | TSHR antag | TSG101-PTAP inh | Tb PFK inh | Chronic BCR inh | ELG1 repair inh | TCR activator
CCSc1nc2c(c(=O)[nH]1)C(c1cccnc1)C(C(=O)OC(C)C)=C(C)N2 (stereo not given) | -7% | -3% | -3% | 2% | 1% | 2 | -4% | -8% | -19% | 25% | 2%[46.1 µM]
Cc1ccc(S(=O)(=O)N2CCCC2C(=O)NCc2ccco2)cc1 (stereo not given) | 8% | -2% | -4% | 1% | -26% | 6 | -5% | -10% | 4% | 9% | 2%
COc1ccc(/C=C/C(=O)C2CC2)cc1COc1cccc(C)c1C | -5% | 9% | 0% | -13% | -10% | -31 | 1% | 1% | 13% | ? | 1%
Cc1ccc(S(=O)(=O)N2CCCCC2)cc1C(=O)NCC1CCCO1 (stereo not given) | -6% | 3% | 2% | 5% | 1% | 3 | / | 3% | -3% | -5% | 3%
O=C(N/N=C/c1ccc(-c2ccccc2[N+](=O)[O-])o1)c1cccnc1 | 15% | -7% | 6% | -5% | -50%[inhibitor] | -8 | -7% | 7% | ? | 14% | -12%
COc1ccccc1Oc1ccc2c(c1)C(=O)N(c1cccc3ncccc13)C2=O | 0% | 5% | 1% | -3% | 16% | -33 | -3% | 1% | -11% | 3% | 5%[46.1 µM]
Cc1nc(C2COc3ccccc3O2)sc1C(=O)O (stereo not given) | ? | 0% | -6% | 3% | 20% | -5 | -2% | 0% | ? | ? | 8%
Fc1ccc(-c2cnn3c(-c4ccncc4)ccnc23)cc1 | 10% | 4% | -3% | -5% | -24% | 1 | -4% | -7% | -2% | ? | 1%
CCOC(=O)c1cc(-c2c(Cl)cccc2Cl)no1 | -2% | -9% | -6% | -3% | -11% | 17 | 0% | -5% | 15% | 13µM* | -7%
Cc1nn(CCCC(=O)Nc2ccccn2)c(C)c1[N+](=O)[O-] | -13% | 0% | 2% | -2% | 27% | 7 | 0% | 1% | 0% | -4% | -3%
CNc1ccc(Br)cc(C(=O)/C=C/c2ccc(OC)cc2OC)c1=O | -3% | -7% | ? | 1% | -41% | -12 | 3% | -2% | -23% | ? | 2%[46.1 µM]
CC(C)(C)c1nc2scc(-c3ccc(Cl)cc3)c2c(=O)o1 | -9% | -1% | 1% | 2% | 10% | -6 | -5% | 7% | 23% | 0% | -3%
CCOC(=O)N1CCC(O)(c2cc(C)c(C)cc2C)CC1 | 2% | 5% | 2% | 3% | 12% | -9 | 0% | -17% | 0% | -3% | -2%
c1c(CC2CCCC2)nnn1C[C@H]1CC[C@@H]([C@@H]2CC[C@H](Cn3cc(CC4CCCC4)nn3)O2)O1 | -12% | -9% | 3% | 0% | -9% | 6 | -2% | 2% | 1% | 5% | -2%
Cc1cc(C)n2c(-c3ccccc3Cl)nnc2n1 | 3% | 14% | -6% | 0% | 14% | 0 | -1% | 0% | -1% | -4% | 1%[46.1 µM]
COC(=O)c1cn(-c2ccccc2)c(=O)c2ccccc12 | 8% | 4% | -5% | -7% | -2% | 1 | -5% | 1% | 1% | 14% | /
CN(C)S(=O)(=O)c1cccc2c1C(=O)c1ccccc1C2=O | 0% | 0% | -1% | 1% | 24% | -1 | 0% | -5% | 0% | -4% | -5%
Cc1cc2ccccc2n1CCNC(=O)COc1ccccc1 | -8% | -3% | 1% | 3% | 5% | -6 | 5% | 0% | 8% | -9% | 5%
N#C/C(=C(/O)COC(=O)c1ccc(O)cc1)c1nc2ccccc2[nH]1 | -7% | -4% | -3% | -4% | -6% | 13 | 1% | 0% | ? | ? | 8%
Fc1cc(F)cc(Nc2nc(Cl)nc(NC3CCCC3)n2)c1 | -2% | -1% | ? | -15% | / | -48 | 0% | 0% | ? | -5% | -5%
Cc1ccc(C)c(CSc2nc3ccncc3n2CC(=O)Nc2ccc(C)c(C)c2)c1 | -6% | -3% | -4% | / | / | -10 | / | -1% | ? | 14% | /
C/C(=N/NC(=O)CNc1ccc(C)cc1)c1ccc(Br)s1 | 13% | 3% | 12% | -12% | -10% | 15 | 0% | -27% | ? | ? | /
COc1ccc(C2/C=C\CNCC(=O)N2Cc2ccc(F)cc2)cc1 (stereo not given) | 2% | -6% | -34%[inhibitor] | -1% | 0% | -5 | / | -3% | 5% | -2% | -4%
COc1ccc(NC(=S)N2CCCC(CO)C2)c(OC)c1 (stereo not given) | 4% | 3% | -6% | 4% | 16% | 3 | -3% | -3% | ? | 14% | -2%[46.1 µM]
CC1CCc2nn(CC(=O)NC3CCCC3)cc2C1 (stereo not given) | -2% | -3% | 3% | 0% | -2% | 12 | 0% | -1% | 7% | ? | 4%
COC(=O)[C@H](CC(C)C)NC(=O)NC1CCCc2ccccc21 (stereo not given in full) | 2% | 2% | 7% | -1% | -23% | -4 | -4% | 4% | 4% | -11% | -4%
CC12CC3CC(C)(C1)CC(CN1CCOCC1)(C3)C2 | -6% | / | 6% | 0% | -45%[inhibitor] | 16 | 0% | 2% | 0% | 14% | -2%
CCOc1cc(/C=N\NC(=O)Cc2ccccc2)ccc1OCC(=O)Nc1ccc(C)c(C)c1 | 15% | -3% | -2% | -1% | -40% | -11 | 0% | -4% | 4% | ? | 0%
O=C(Nc1ccc(N2CCN(C(=O)c3ccc(Cl)cc3)CC2)cc1)c1ccc([N+](=O)[O-])o1 | -6% | -4% | -2% | -8% | -5% | -22 | -3% | -1% | ? | ? | -16%
COc1ccc(CN(C(=O)c2ccc(CN3CCOCC3)o2)C(C(=O)NCC2CCCO2)c2ccc(F)cc2)cc1 (stereo not given) | -25% | -7% | -4% | 0% | -55%[inhibitor] | 23 | -5% | -9% | ? | -11% | 3%
CCn1c2ccccc2c(=O)c2ccccc21 | -4% | 3% | -5% | i | 32% | 13 | -4% | 4% | -12% | -10% | -6%
COc1ccc2nc(NC(=O)c3ccccc3-c3ccccc3C(=O)O)sc2c1 | 13% | -1% | -7% | 3% | 26% | -1 | -6% | 7% | ? | -9% | -2%
Cc1nnc2ccc(-c3cccc(NS(C)(=O)=O)c3)nn12 | -6% | -2% | 5% | 0% | 0% | 7 | 0% | -4% | 1% | ? | 10%
CCN(CC)c1ccc(CNc2nc3ccccc3n2C)cc1 | -1% | -13% | -2% | 3% | 15% | 5 | -3% | -3% | -2% | -11% | -1%
Cc1ccc2nc(-c3ccncc3)cc(-c3ccccc3)c2c1 | 4% | 6% | 3% | -19% | 11% | 1 | -9% | 2% | 0% | 20% | -3%
CCOC(=O)Cn1c(=N)n(CCOc2ccc(F)cc2)c2ccccc21 | -1% | 9% | -3% | -1% | -8% | 7 | 1% | 5.4µM* | ? | -15% | -4%
CC(C)c1ccccc1-n1c(SCc2cc(=O)oc3ccc4ccccc4c23)nnc1-c1cccnc1 | -15% | -1% | ? | 36% | ? | -17 | 1% | -1% | 7% | 23µM* | 2%[46.1 µM]
COc1ccccc1NC(=O)c1ccc(NC(=O)CSc2nncn2C)cc1 | 0% | 2% | -3% | -1% | 10% | 7 | -5% | 7% | -9% | -2% | -3%[46.1 µM]
